# Bioassay records (PubChem)
# CF NFkB block: cystic fibrosis NF-kB activation inhibition; KKLEB NF-kB-GFP reporter, PAF-induced, GFP fluorescence overnight; inhibition, % at 5 µM; 360,000 compounds, 0.86% hits; AID 588850;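 active means at least 50% inhibition at 5 µM, scaled per plate between neutral and stimulator controls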;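 further: PAF is a Pseudomonas aeruginosa culture filtrate used as stimulus; plate controls were PAF-stimulated DMSO wells for no effect and unstimulated DMSO wells for full effect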
# TRPM1 prom inh: MITF TRPM1 promoter inhibition in SK-MEL-5 cells | inhibition, % at 12.5 µM | 330,000 compounds, 0.83% hits | AID 488899 | SK-MEL-5 TRPM1 promoter luciferase, 24 h;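 active means mean inhibition across replicates of 60% or more, whatever share of single replicates reaches that level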; further: values of inactives mirror those of a sister screen read the other way
# NR2E3 ag-1: agonists of human NR2E3 nuclear receptor; 360,000 compounds, 0.35% hits; inhibition of corepressor binding, % at 3.98 µM; AID 602229; CHO-S Gal4-NCOR/VP16-NR2E3 two-hybrid, luciferase; Q9Y5X4;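 active means inhibition above the mean of all tested compounds plus 3 SD, cut at about 70% in these data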;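 further: 0% = DMSO with NR2E3 transfected cells and 100% = cells lacking NR2E3 construct; higher means lower luciferase signal from less NR2E3 corepressor binding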
# Target sequence (Q9Y5X4 whole entry, looked up, the tested form may be a part): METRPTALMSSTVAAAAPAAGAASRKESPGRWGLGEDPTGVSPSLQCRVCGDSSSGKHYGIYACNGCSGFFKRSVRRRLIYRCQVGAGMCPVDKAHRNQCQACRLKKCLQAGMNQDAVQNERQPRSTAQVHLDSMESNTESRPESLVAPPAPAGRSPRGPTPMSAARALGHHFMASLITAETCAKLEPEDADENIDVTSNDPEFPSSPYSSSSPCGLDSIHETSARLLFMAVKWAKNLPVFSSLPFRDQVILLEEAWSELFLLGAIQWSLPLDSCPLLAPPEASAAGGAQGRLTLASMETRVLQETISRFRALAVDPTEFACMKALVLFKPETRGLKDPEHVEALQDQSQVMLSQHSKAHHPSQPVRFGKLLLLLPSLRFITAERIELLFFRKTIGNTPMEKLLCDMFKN
# HIF-2a block: HIF-2a inhibition; 360,000 compounds, 0.72% hits; 786-0 RCC cells HIF-2a reporter, luciferase luminescence, overnight; inhibition, % at 18.8 µM;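 active means inhibition of the luminescence signal of 40% or more relative to plate controls, in a single-dose primary screen at 18.75 µM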
# NR2E3 ag-2: agonists of human nuclear receptor NR2E3 | AID 2300 | inhibition of corepressor binding, % at 4.78 µM | 320,000 compounds, 0.12% hits | GST-NR2E3/biotin-RetCOR TR-FRET, 1536-well | Q9Y5X4;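 active means percent inhibition above the cutoff of mean plus 3 SD of all tested compounds, set per screening campaign, cut at about 20% in these data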;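 further: 0% = DMSO wells and 100% = biotin wells as full block of FRET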
#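 system = GST-tagged NR2E3 plus biotinylated RetCOR corepressor | input = 1.35 nM GST-NR2E3 | also added = 7 nM biotin-RetCOR | schedule = 5 h incubation at 4 °C | measured by = TR-FRET with europium anti-GST and streptavidin-D2, 340 nm excitation | read-out = percent loss of FRET ratio relative to control wells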
# TWEAK-Fn14 inh: TWEAK-Fn14 signaling inhibition; TWEAK-stimulated Fn14 reporter cells, luciferase luminescence, 8 h; inhibition, % at 10 µM; 360,000 compounds, 2% hits; AID 1159606; in the data active means inhibition above about 50%
# Peg3 prom inh: inhibitors of Peg3 promoter | 360,000 compounds, 1.7% hits | inhibition, % at 20 µM | AID 588405 | HeLa PEG-Prom luciferase reporter, luminescence, overnight;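 active means inhibition of at least 50% at 20 µM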
# Shn3 inh set2: reduces Shn3 3'UTR luciferase signal in osteoblasts; Clone20 osteoblast Shn3 3'UTR firefly luciferase, 24 h; 360,000 compounds, 0.52% hits; AID 588674; inhibition, % at 12.5 µM;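 active means mean inhibition of at least 75% with every replicate also reaching 75%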;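 further: 0% = median of neutral control wells and 100% = pilot-screen positive control compound; some compounds past the cut are filed as inactive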
# C8 TRAIL sens: sensitizes caspase-8 expressing cells to TRAIL | NB7+C8 cells + TRAIL, ATPlite viability luminescence | inhibition (viability loss, TRAIL sensitization), % at 10 µM | 360,000 compounds, 1% hits | AID 624354;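 active means compounds causing at least 50% loss of cell viability in the single-dose screen, relative to plate controls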
# KKLEB tox: CF airway cell cytotoxicity counter-screen. 360,000 compounds, 0.36% hits. KKLEB CF airway cells viability, ATPlite luminescence, overnight; active compounds read low; cells stimulated with P. aeruginosa culture filtrate. AID 602141. activity change (cytotoxicity), % at 5 µM;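 active means corrected activity change at or below -50% at 5 µM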
# TROY signal inh: TROY signaling inhibition; 360,000 compounds, 0.98% hits; inhibition, % at 10 µM; Q293 LMP1-TROYcd NF-kB luciferase reporter, 4 h; AID 1347056;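 active means compounds whose plate-normalised and pattern-corrected inhibition of the luciferase reporter signal at the single screening dose is 50% or more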
# The depositor's hits bear a star; nt = not tested or not shown. A portion of the library; rates above refer to the full screens.
entry	mol	Peg3 prom inh	TROY signal inh	NR2E3 ag-1	CF NFkB block	TWEAK-Fn14 inh	Shn3 inh set2	HIF-2a block	NR2E3 ag-2	TRPM1 prom inh	C8 TRAIL sens	KKLEB tox
1	Cc1cc(C)cc(C(=O)NN2CCN(C)CC2)c1	3	9	21	-20	-10	-26	12	1	4	1	1
2	Cc1ccc(C)c(NC(=S)NNC(=O)c2csc(C)c2)c1	-24	-23	-37	10	5	12	-22	-5	-3	-6	3
3	O=C(NCCc1ccc(Cl)cc1)Nc1cccc(Cl)c1	-38	1	6	-1	-5	-2	-123	3	-16	-10	2
4	O=C1/C(=C/c2ccncc2)N=C2CCCCCN12	2	0	10	3	-9	-59	4	-5	-9	1	-6
5	Cc1cc(Cl)ccc1OCC(=O)NC1CCCC1	-105	-8	-27	-2	10	-20	-124	2	-13	7	3
6	CCn1cc(Br)c(C(=O)Nc2ccc(C(=O)OC(C)C)cc2)n1	-117	-30	-16	-30	-5	-24	-137	0	-46	-1	13
7	O=C(CSCc1ccc(Cl)cc1)Nc1nccs1	3	-8	-22	16	-15	1	-2	-1	-7	7	-7
8	O=C(c1ccc(C#CC2(O)CCCCC2)cc1)N1CCOCC1	-3	-12	-9	-20	-5	12	-9	2	8	7	2

# Ordered by molar mass (highest first): part of the list above
entry	mol	Peg3 prom inh	TROY signal inh	NR2E3 ag-1	CF NFkB block	TWEAK-Fn14 inh	Shn3 inh set2	HIF-2a block	NR2E3 ag-2	TRPM1 prom inh	C8 TRAIL sens	KKLEB tox
6	CCn1cc(Br)c(C(=O)Nc2ccc(C(=O)OC(C)C)cc2)n1	-117	-30	-16	-30	-5	-24	-137	0	-46	-1	13
8	O=C(c1ccc(C#CC2(O)CCCCC2)cc1)N1CCOCC1	-3	-12	-9	-20	-5	12	-9	2	8	7	2
4	O=C1/C(=C/c2ccncc2)N=C2CCCCCN12	2	0	10	3	-9	-59	4	-5	-9	1	-6

# Further structures follow.
entry	mol	Peg3 prom inh	TROY signal inh	NR2E3 ag-1	CF NFkB block	TWEAK-Fn14 inh	Shn3 inh set2	HIF-2a block	NR2E3 ag-2	TRPM1 prom inh	C8 TRAIL sens	KKLEB tox
9	CCOC(=O)C1CCCN(C(=S)Nc2ccc(Nc3ccccc3)cc2)C1 (stereo not drawn)	-53	4	-137	9	16	13	2	2	-9	24	3
10	O=C(Nc1ccccc1)N1CCCC2CCCCC21 (stereo not drawn)	-208	nt	-81	7	26	-52	-182	-2	-62	7	-9
11	CSc1ccc(C(O)c2ncc(-c3cccc(F)c3)[nH]2)cc1 (stereo not drawn)	5	-13	-3	29	-3	-30	-41	nt	nt	0	-8
12	COC1OC(O)C(NC(=O)C(F)(F)F)CC1O (stereo not drawn)	-1	5	-16	-9	11	-12	6	nt	-1	0	19
13	CC(C)(C)[C@@H]1C=C(C(=O)N2CCOCC2)O[C@H](OCc2ccc(CO)cc2)C1	3	0	-11	-10	-6	0	1	-1	-2	-13	11
14	O=c1oc2ccccc2c(Nc2ccc(Cl)cc2)c1[N+](=O)[O-]	42	44	1	40	-2	19	-1	4	25	5	-18
15	Cn1c(CCCNC(=O)c2ccccc2)nc2ccccc21	4	0	-4	2	9	4	13	0	-1	9	-5
16	CC(C(=O)OCC(=O)c1c(N)n(C)c(=O)n(C)c1=O)N1C(=O)c2ccccc2C1=O (stereo not drawn)	9	-3	-6	-3	0	7	12	0	-6	18	5
17	Cc1ccc(S(=O)(=O)N2CCN(C(=O)CC(C)n3cncn3)CC2)cc1C (stereo not drawn)	10	2	-24	1	8	-2	31	1	-7	-13	-9
18	Cn1c(=O)oc2cc(S(=O)(=O)N3CCN(C(=O)c4ccco4)CC3)ccc21	2	2	-8	-37	12	1	-1	1	-2	-2	-15
19	COCC(C)n1c(SCc2cc(=O)n3cc(C)ccc3n2)nc2ccccc2c1=O (stereo not drawn)	15	23	1	-11	-49	-6	4	-7	-7	1	-5
20	O=C(NC1CCCC1)c1nc2c(nnn2Cc2ccccc2Cl)c(=O)[nH]1	17	26	-10	8	-26	0	13	1	-3	-1	-16
21	COc1ccc(C2=Cc3ccccc3C(CC(=O)C3CC3)N2c2ccc(-c3cc(OC)c(OC)c(OC)c3)cc2)cc1 (stereo not drawn)	nt	-11	-18	nt	-12	nt	-2	nt	nt	-6	nt
22	CCCCN(Cc1ccco1)S(=O)(=O)c1ccc(-c2ccc(=O)[nH]n2)s1	-3	6	-13	6	25	8	16	-1	-8	-4	26
23	Nc1nn(S(=O)(=O)c2cccc3nsnc23)cc1-c1ccc(Br)cc1	20	12	-5	6	20	15	34	1	4	13	-6
24	Cc1occc(=O)c1OCc1ccccc1	13	3	-5	1	8	12	6	0	0	-8	3
25	CCCCN(C(=O)COC(=O)c1nc2nccc(C)n2n1)C1CCS(=O)(=O)C1 (stereo not drawn)	-13	-6	6	-11	1	49	15	-3	-5	1	-6
26	CCOC(=O)c1nn(-c2cccc(Cl)c2)c2nc(CC(C)C)c(C#N)c(=O)n12	19	-4	4	14	3	19	11	0	5	9	-4
27	CCc1nnc(NC(=O)CSc2nnc(CNC(=O)c3ccccc3)o2)s1	3	2	15	-20	-7	-15	12	nt	nt	-3	-6
28	N#Cc1ccc(Oc2cnccn2)cc1	7	6	-3	-3	5	0	7	2	-1	-29	6
29	O=C1C(NS(=O)(=O)c2cccs2)=C(N2CCN(c3ccccc3)CC2)C(=O)c2ccccc21	-49	-17	-25	5	3	-5	-115	-3	6	2	-1
30	COCc1cc(C)nc2sc(C(=O)N3CCN(c4ccccc4)CC3)c(N)c12	11	-16	-9	17	10	-25	2	5	nt	-16	-1
31	CCOC(=O)C1=C(C)N=c2sc(=Cc3cc(Cl)c(OCC(=O)O)c(Cl)c3)c(=O)n2C1c1cccc(OC)c1 (stereo not drawn)	47	41	5	27	25	-18	44*	nt	nt	6	-12
32	CCSC(=S)Nc1c(C)n(C)n(-c2ccccc2)c1=O	2	3	9	4	-6	-7	1	3	3	4	-4
33	c1cn2cc(-c3ccc(CN4CCOCC4)cc3)ccc2n1	-29	-13	-1	-5	-4	-5	-40	nt	nt	-7	3
34	COc1cccc(-c2csc(N3CCN(S(=O)(=O)c4ccc(F)cc4)CC3)n2)c1	-5	-13	-16	-8	-19	11	-21	-1	-4	11	0
35	CCN(CC(=O)Nc1c(F)cccc1F)C(=O)c1ccc2c(=O)n3c(nc2c1)CCC3	-75	-37	-44	-3	-14	-17	-136	nt	-23	0	11
36	CCOC(=O)CN1C(=O)COc2ccc(Cl)cc21	5	-4	-10	-17	-6	3	9	1	4	-3	11
37	CCCc1cc(=O)[nH]c2nnc(SCC(=O)Nc3cc(C)on3)n12	6	-20	-2	-17	15	-1	17	-1	-5	4	15
38	CCOC(=O)NC(=O)/C(C#N)=N\Nc1cccc(Cl)c1	15	56*	8	45	-1	-2	-34	0	9	12	-37
39	CCOc1cc(/C=N\O)cc(Cl)c1OCC	-9	6	4	22	2	3	8	5	-6	9	-11
40	NC(=O)c1cc(S(=O)(=O)Nc2cccc(Cl)c2)cs1	12	9	1	8	0	9	23	-2	3	1	-10
41	Cc1nc(C)c(C(=O)OCC(=O)Nc2cccc(C)c2C)s1	6	-11	4	14	-4	13	5	4	-3	-3	3
42	COc1cc2[nH]c(=S)nc(NCCCOC(C)C)c2cc1OC	12	0	9	-11	-1	-12	22	-2	-2	-2	1
43	Cc1ccc(COC(=O)c2ccc3c(c2)C(=O)N(CCCN2CCOCC2)C3=O)cc1	14	-8	-9	-2	-6	-3	16	-2	6	-3	-17
44	O=C1CSC(c2c(F)cccc2Cl)N1c1cccc(F)c1 (stereo not drawn)	21	9	-3	-15	-9	15	30	2	3	-11	1
45	CCn1c(SC(C)C(=O)Nc2nnc(C)s2)nnc1-c1ccco1 (stereo not drawn)	-3	-13	-6	17	1	8	10	0	7	-7	1
46	COc1ccc(/C=C/C(=O)Oc2ccc(C=O)cc2OC)cc1	10	-15	3	7	-25	5	7	3	-12	-3	-2
47	CC(C)Sc1nc2sc(-c3ccccc3)cc2c(=O)n1N	-20	-23	-19	1	-21	-1	-40	-2	-8	2	-2
48	O=C(NCc1ccc2c(c1)OCO2)C1CCCN(S(=O)(=O)c2cccs2)C1 (stereo not drawn)	17	-2	21	-8	13	-1	8	1	nt	9	1
49	COc1ccc(C(=O)Nc2ccc(C(=O)NCC3CCCO3)cc2)c(OC)c1OC (stereo not drawn)	13	5	-8	6	-5	20	8	2	24	-2	15
50	Cc1cc(Nc2ccc(O)cc2)n2c(nc3ccccc32)c1C#N	-4	12	-25	-36	7	-20	15	0	18	-9	16
51	COc1ccc(OCC(=O)Nc2nnc(C)s2)cc1	-16	12	-6	2	6	7	-18	3	-8	-2	1
52	Cc1ccccc1-n1ccnc1SCC(=O)NCC1CCCO1 (stereo not drawn)	15	-12	-13	7	4	8	15	3	-2	11	0
53	O=C(CCC1CCCN(C(=O)c2ccoc2)C1)NCc1ccccc1F (stereo not drawn)	-8	9	-5	-6	14	2	-4	-2	-15	24	7

# Compounds shown so far with an aryl methoxy group, in the order listed:
entry	mol	Peg3 prom inh	TROY signal inh	NR2E3 ag-1	CF NFkB block	TWEAK-Fn14 inh	Shn3 inh set2	HIF-2a block	NR2E3 ag-2	TRPM1 prom inh	C8 TRAIL sens	KKLEB tox
21	COc1ccc(C2=Cc3ccccc3C(CC(=O)C3CC3)N2c2ccc(-c3cc(OC)c(OC)c(OC)c3)cc2)cc1 (stereo not drawn)	nt	-11	-18	nt	-12	nt	-2	nt	nt	-6	nt
31	CCOC(=O)C1=C(C)N=c2sc(=Cc3cc(Cl)c(OCC(=O)O)c(Cl)c3)c(=O)n2C1c1cccc(OC)c1 (stereo not drawn)	47	41	5	27	25	-18	44*	nt	nt	6	-12
34	COc1cccc(-c2csc(N3CCN(S(=O)(=O)c4ccc(F)cc4)CC3)n2)c1	-5	-13	-16	-8	-19	11	-21	-1	-4	11	0
42	COc1cc2[nH]c(=S)nc(NCCCOC(C)C)c2cc1OC	12	0	9	-11	-1	-12	22	-2	-2	-2	1
46	COc1ccc(/C=C/C(=O)Oc2ccc(C=O)cc2OC)cc1	10	-15	3	7	-25	5	7	3	-12	-3	-2
49	COc1ccc(C(=O)Nc2ccc(C(=O)NCC3CCCO3)cc2)c(OC)c1OC (stereo not drawn)	13	5	-8	6	-5	20	8	2	24	-2	15
51	COc1ccc(OCC(=O)Nc2nnc(C)s2)cc1	-16	12	-6	2	6	7	-18	3	-8	-2	1
